EP2 antag – EP2 receptor (human) inhibition; C6 glioma cells expressing human EP2, cAMP TR-FRET; cells stimulated with saturating PGE2; P43116; inhibition, % at 25 µM; hit rate 0.52% among 260,000; AID 1422;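 active = percent inhibition above 40 after rounding to a whole number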;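 note: rat C6 glioma host cells with rolipram phosphodiesterase inhibitor present; the protocol text gives 20 µM as final concentration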
Furin inhibitor – blocks human furin protease activity; purified furin, fluorogenic substrate cleavage; AID 463115; hit rate 0.061% among 220,000; P09958; inhibition, % at 30 µM; in the data active = inhibition above about 25%; note: inactives centre near -15
Target sequence (P09958 108-714 limits assumed): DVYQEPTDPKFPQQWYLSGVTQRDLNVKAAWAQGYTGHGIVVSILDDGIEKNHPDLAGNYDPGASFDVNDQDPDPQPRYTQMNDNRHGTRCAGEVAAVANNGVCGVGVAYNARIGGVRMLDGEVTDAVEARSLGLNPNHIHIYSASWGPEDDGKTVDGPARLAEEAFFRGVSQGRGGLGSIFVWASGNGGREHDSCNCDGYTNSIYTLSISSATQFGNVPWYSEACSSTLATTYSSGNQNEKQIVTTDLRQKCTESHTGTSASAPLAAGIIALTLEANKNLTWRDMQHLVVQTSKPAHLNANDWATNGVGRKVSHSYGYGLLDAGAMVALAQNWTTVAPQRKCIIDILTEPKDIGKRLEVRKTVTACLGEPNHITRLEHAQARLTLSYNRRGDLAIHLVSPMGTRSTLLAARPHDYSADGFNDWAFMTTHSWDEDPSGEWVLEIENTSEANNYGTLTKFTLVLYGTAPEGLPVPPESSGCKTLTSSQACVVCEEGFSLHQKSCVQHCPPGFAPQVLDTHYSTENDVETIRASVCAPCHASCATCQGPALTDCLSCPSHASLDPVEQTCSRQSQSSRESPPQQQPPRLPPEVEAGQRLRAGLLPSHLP
BaF3 tox – reduces parental Ba/F3 cell viability, JAK2V617F counter-screen. inhibition, % at 5.6 µM. CellTiter-Glo ATP luminescence. hit rate 1.1% among 220,000. AID 1486;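 active = inhibition above a per-campaign cutoff, the mean inhibition of all tested compounds plus 3 SD, cut at about 27% in these data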;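 note: 0% = DMSO wells and 100% = JAK Inhibitor I control wells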
PPC-1+TRAIL kill – PPC-1 cancer cell killing with TRAIL present. AID 1443. cell killing (% activity), % at 4 µM. hit rate 0.41% among 220,000. PPC-1 cells + TRAIL, ATPLite viability luminescence;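 active = cell killing above 50% in the first pass at 4 µM, then a duplicate retest at 5 µM averaging 50% or more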;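 note: plate controls were cells with TRAIL plus DMSO for no effect and medium-only wells lacking cells for full effect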
p97 inhibitor – human p97 ATPase inhibition. recombinant p97 ATPase, Kinase-Glo ATP luminescence, 3 h. hit rate 0.42% among 220,000. AID 1481. inhibition, % at 8 µM; in the data active = inhibition above about 15%;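 note: 0% = DMSO vehicle and 100% = wells lacking enzyme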
p47phox inh – inhibitors of human p47phox binding; AID 1274; hit rate 0.53% among 220,000; inhibition, % at 24.7 µM; P14598; p47phox/p22phox peptide binding, fluorescence polarization, 2 h;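 active = inhibition above about 30%, limit read from the data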;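 note: 0% = p47phox with labelled peptide and 100% = labelled peptide alone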
RBBP9 inhibitor – blocks human serine hydrolase RBBP9. O75884. recombinant RBBP9, FP-Rh probe fluorescence polarization. inhibition, % at 7.94 µM. hit rate 0.2% among 220,000. AID 1515;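 active = inhibition above the campaign mean of all tested compounds plus 3 SD, cut at about 14% in these data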;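 note: plate controls were DMSO wells with RBBP9 for no effect and wells lacking RBBP9 protein for full effect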
Target sequence (O75884 whole entry, looked up): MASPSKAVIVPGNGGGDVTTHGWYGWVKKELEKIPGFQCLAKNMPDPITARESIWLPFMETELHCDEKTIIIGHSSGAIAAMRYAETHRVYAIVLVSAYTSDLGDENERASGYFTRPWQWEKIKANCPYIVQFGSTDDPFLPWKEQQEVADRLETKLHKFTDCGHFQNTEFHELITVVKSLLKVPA
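Test system: recombinant human RBBP9. Quantity: 2.5 µM RBBP9 dispensing solution, before mixing. Detection: FP readout at 525/598 nm. Reagent: Serine-hydrolase probe FP-Rh, 375 nM pre-mixing. Measure: % inhibition. Control set: DMSO-treated enzyme wells and wells lacking RBBP9. Buffer or medium: Tris-NaCl-Pluronic buffer, pH 8.0. Times: preincubation 30 min plus labeling 45 min at 25 °C.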
Tb hexokinase – blocks Trypanosoma brucei hexokinase 1 activity; hit rate 0.11% among 220,000; inhibition, % at 10 µM; recombinant TbHK1, G6PDH-coupled NADH A340;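 active = inhibition of 50% or more in the single-dose primary screen; inactive = inhibition below 50%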
Ba/F3 V617F tox – lowers viability of Ba/F3 cells expressing EpoR and JAK2V617F | ATP luminescence | inhibition, % at 5.6 µM | hit rate 1.1% among 220,000 | AID 1446;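 active = inhibition above the campaign mean plus 3 SD over all tested compounds, cut at about 24% in these data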;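 note: cytokine-independent growth of Ba/F3 cells driven by EpoR plus mutant JAK2; 0% = DMSO-treated cells and 100% = JAK inhibitor I control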
Numbers without * were called inactive; x = not tested or not shown; & = joins results of further samples; [ ] = dose if it differs, or a comment. The list is partial. The share of hits here may be higher or lower than overall.

SMILES	EP2 antag	Furin inhibitor	BaF3 tox	PPC-1+TRAIL kill	p97 inhibitor	p47phox inh	RBBP9 inhibitor	Tb hexokinase	Ba/F3 V617F tox
COc1ccc(C(=O)O/N=C(\N)c2ccccn2)c(OC)c1	6	-28	2	45	-6	-4	-10	-2	3
Cc1ccc(NC(=O)C2C3CC4OC(=O)C2C4C3)cc1Cl (stereo not given)	14	-17[20 µM]	4	6	0	22	1	6	1
Cc1ccc(CN2CC(C(=O)Nc3ccc(S(=O)(=O)Nc4cc(C)nc(C)n4)cc3)CC2=O)cc1 (stereo not given)	13	-25	3	-4	9	0	4	4	-3
O=C(NC(Cc1c[nH]c2ccccc12)c1nnc2n1CCCCC2)c1ccc(Cl)cc1 (stereo not given)	6	-17[20 µM]	6	10	-4	-1	-3	-18	0
O=c1[nH]c(-[n+]2ccccc2)c(/C=N/N=C(\[O-])c2ccccc2)s1	6	6	1	13	7	-25	-7	-82	1
COc1ccccc1NC(=O)Cn1c(CCC(=O)O)ccc1-c1ccccc1	10	-31	4	16	5	-3	-4	-3	-4
COc1ccccc1N1CCN(C(=O)c2ccc(CS(=O)(=O)c3ccccc3OC)o2)CC1	3	-18	6	14	-3	-18	-8	-10	2
O=C(CSC(=S)N1CCN(c2ccccc2)CC1)Nc1nc(-c2ccccc2)c(-c2ccccc2)o1	8	3	10	22	0	-7	-4	1	4
Nn1c(SC/C=C/c2ccccc2)nnc1-c1ccco1	x	-18[20 µM]	-1	20	0	-15	-5	1	-3
O=C(NN1C(=O)C2C3C=CC(C3)C2C1=O)C(O)c1ccccc1 (stereo not given)	6	-27	0	-4	1	-1	-1	-5	-3
COc1ccc(OCc2nn3c(-c4cccc(OC)c4)nnc3s2)cc1	4	-17	3	3	2	-14	-3	-1	-2
O=C(Nc1ccccc1Cl)N1CCN(c2ncccn2)CC1	12&10	-12[20 µM]	0	-4	-2	7	-6	4	-1
COc1ccc(C(NC(=O)c2ccco2)c2ccc(OC)c(OC)c2)cc1 (stereo not given)	10	-24[20 µM]	4	2	0	-4	-3	1	0
CCOC(=O)CSc1nc2ccccc2n1CC(=O)N(C(C)C)C(C)C	-1	-18	-2	-10	-4	-3	-18	6	3
Cc1ccc(-n2nc3c(=S)[nH]nc(C)c3c2C)cc1	x	21[20 µM]	3	-1	1	-19	-3	-27	-4
CCOC(=O)N1CCN(C(=O)Nc2cccc(Cl)c2)CC1	4	-19[20 µM]	5	-16	4	-1	2	3	-1
Cc1ccc(NC(=O)C2CC=CCC2C(=O)N2CCCCC2)cc1 (stereo not given)	0	-8[20 µM]	-2	8	-6	-2	6	6	6
CCOc1ccc(/C=N/NC(=O)C2(O)c3ccccc3-c3ccccc32)cc1	4	-12	6	10	4	-3	-1	-1	-2
COc1ccc(Cl)cc1NC(=O)CN(C)C(=O)CNC(=O)C12CC3CC(CC(C3)C1)C2	6	-4[20 µM]	8	16	-9	-14	-5	-1	5
Cn1c(=O)c2cc(S(=O)(=O)NCCC(=O)NCCC3=CCCCC3)ccc2n(C)c1=O	1	-4	2	6	-7	2	-6	23	3

Molecules above containing an NH in an aromatic ring:
SMILES	EP2 antag	Furin inhibitor	BaF3 tox	PPC-1+TRAIL kill	p97 inhibitor	p47phox inh	RBBP9 inhibitor	Tb hexokinase	Ba/F3 V617F tox
O=C(NC(Cc1c[nH]c2ccccc12)c1nnc2n1CCCCC2)c1ccc(Cl)cc1 (stereo not given)	6	-17[20 µM]	6	10	-4	-1	-3	-18	0
O=c1[nH]c(-[n+]2ccccc2)c(/C=N/N=C(\[O-])c2ccccc2)s1	6	6	1	13	7	-25	-7	-82	1
Cc1ccc(-n2nc3c(=S)[nH]nc(C)c3c2C)cc1	x	21[20 µM]	3	-1	1	-19	-3	-27	-4

Other entries follow:
SMILES	EP2 antag	Furin inhibitor	BaF3 tox	PPC-1+TRAIL kill	p97 inhibitor	p47phox inh	RBBP9 inhibitor	Tb hexokinase	Ba/F3 V617F tox
Cc1ccc(C(C(=O)NC2CCCC2)N(C(=O)Cc2cccs2)c2cccc(C)c2C)o1 (stereo not given)	x	-12[20 µM]	1	-3	3	2	6	-5	-4
Cc1cccnc1Nc1nc(-c2ccc(O)cc2O)cs1	15	-15	4	10	3	-10	-6	-28	-1
NC(=O)c1sc2nc(N3CCOCC3)c3c(c2c1N)CCCC3	22	-17[20 µM]	1	-18	2	-14	8	-24	-1
CCOc1cc(/C=N/NC(N)=S)cc(Br)c1OCc1ccccc1C	8	-11[20 µM]	28*	18	5	-7	3	-12	11
CCc1ccc2c(CC(=O)Nc3nnc(C4CC4)s3)coc2c1	17	-23[20 µM]	11	15	-3	-41	-7	-2	2
COc1ccc(C)cc1NC(=O)C1CC(=O)N(CCc2ccccc2)C1 (stereo not given)	6	-4	2	17	-1	2	-7	6	2
O=C(c1ccco1)N1CCN(Cc2cn[nH]c2-c2ccc(F)cc2F)CC1	6	-15	-2	7	0	1	-2	-4	-1
CCCCOc1ncnc2c1[nH]c1ccc(F)cc12	6	-13	26	14	0	-18	-6	0	20
CCCC1S/C(=N/N=C/c2ccco2)NC1=O (stereo not given)	8	-14	7	25	4	3	1	-45	2
COc1ccc(OC)c(NC(=O)CSc2nnnn2C)c1	11	-32	-1	-4	-1	-5	-9	-6	0
CSc1nsc(/C=C/Nc2ccc(F)cc2F)c1C#N	7	-6	3	8	5	-32	-1	-6	0
CN(CCCN1CCCCC1)C(=O)CCc1nnc(C2CCCCC2)o1	7	-27	3	10	5	0	-3	1	-4
CCCn1c(N)c(C(=O)CSc2nc3ccccc3s2)c(=O)[nH]c1=O	3	-19	8	22	-3	-10	-11	1	8
O=C(CN1CCN(S(=O)(=O)c2ccc(Br)cc2)CC1)Nc1ccccc1F	3	-4	0	14	-3	-7	-5	-10	-2
O=C(c1ccco1)N1CCN(c2ncnc3c2[nH]c2ccccc23)CC1	x	-18	8	17	5	-7	-2	0	-4
O=C(CSc1nc2cc([N+](=O)[O-])ccc2n1-c1ccccc1)NCc1ccc2c(c1)OCO2	11	-15	8	19	0	-2	11	-6	3
COc1cc(C)c(Br)cc1S(=O)(=O)NCc1ccccc1	10	-24[20 µM]	1	14	1	3	-2	0	1
COc1ccc(C(C[N+](=O)[O-])c2c(-c3ccccc3)cc3ccccn23)cc1 (stereo not given)	x	-26[20 µM]	3	27	4	-31	-13	-13	-3
Brc1cc2[nH]cnc2c2ccccc12	9	-16[20 µM]	4	4	7	-19	-2	7	-2
O=C(NCc1ccc2c(c1)OCO2)c1cnc2ccccn2c1=O	6	-4	-2	7	2	1	7	-24	-3

Looked up by compound from the entries so far, 7 records:
SMILES	EP2 antag	Furin inhibitor	BaF3 tox	PPC-1+TRAIL kill	p97 inhibitor	p47phox inh	RBBP9 inhibitor	Tb hexokinase	Ba/F3 V617F tox
O=C(NC(Cc1c[nH]c2ccccc12)c1nnc2n1CCCCC2)c1ccc(Cl)cc1 (stereo not given)	6	-17[20 µM]	6	10	-4	-1	-3	-18	0
COc1ccc(C(C[N+](=O)[O-])c2c(-c3ccccc3)cc3ccccn23)cc1 (stereo not given)	x	-26[20 µM]	3	27	4	-31	-13	-13	-3
Cc1ccc(NC(=O)C2C3CC4OC(=O)C2C4C3)cc1Cl (stereo not given)	14	-17[20 µM]	4	6	0	22	1	6	1
CCOC(=O)N1CCN(C(=O)Nc2cccc(Cl)c2)CC1	4	-19[20 µM]	5	-16	4	-1	2	3	-1
O=C(c1ccco1)N1CCN(Cc2cn[nH]c2-c2ccc(F)cc2F)CC1	6	-15	-2	7	0	1	-2	-4	-1
CSc1nsc(/C=C/Nc2ccc(F)cc2F)c1C#N	7	-6	3	8	5	-32	-1	-6	0
Cc1ccc(C(C(=O)NC2CCCC2)N(C(=O)Cc2cccs2)c2cccc(C)c2C)o1 (stereo not given)	x	-12[20 µM]	1	-3	3	2	6	-5	-4

(continued)
SMILES	EP2 antag	Furin inhibitor	BaF3 tox	PPC-1+TRAIL kill	p97 inhibitor	p47phox inh	RBBP9 inhibitor	Tb hexokinase	Ba/F3 V617F tox
CCOc1cc(C(=O)Nc2ccccc2N2CCN(S(C)(=O)=O)CC2)cc(OCC)c1OCC	10	-16[20 µM]	5	17	-5	-23	1	-18	2
COCCN1Cc2cccc(C(=O)NCc3ccccc3OC)c2C1=O	13	-10	1	37	-1	-1	-6	-2	-1
COc1ccccc1NC(=O)c1cccs1	1	-23	1	-15	4	-3	-5	1	-2
COc1ccc(NS(=O)(=O)c2cc(NC(=O)/C=C/c3cc(OC)ccc3OC)ccc2N2CCCCC2)cc1	6	-10	6	4	5	-19	-13	-6	-1
O=C1c2ccccc2C(=O)N1CCc1csc(-c2cccc(F)c2)n1	4	-5[20 µM]	2	36	-10	-10	-5	3	2
CCOC(=O)c1cnn(CCOC(=O)c2ccc(OC)cc2)c1NC(=O)c1ccc(OC)cc1	3	-16	2	4	2	-27	-7	-4	-6
CCOC(=O)c1ccc(NC(=O)c2ccc(C)c(S(=O)(=O)N3CCOCC3)c2)cc1	6	-6[20 µM]	1	10	-2	0	-5	-4	-1
COc1ccc(C(=O)N2CCN(C3CCN(Cc4ccccc4)CC3)CC2)cc1OC	x	-9[20 µM]	5	-5	3	2	-2	3	0
Oc1ccc(Cl)cc1C1=NNC(c2cccs2)C1 (stereo not given)	19	-14	2	10	11	-87	-6	-1	-1
COc1ccccc1C(=O)N/C(=C\c1ccc(Br)cc1)C(=O)NCC(=O)O	11	5	-1	21	5	-7	-12	30	-3
C[C@H]1CC[C@]2(O[C@H](CCO)C[C@@H](O)[C@@H]2O)O1	11	-11	x	3	x	-2	x	-15	x
O=C(CN1CCOCCOCCOCCOCC1)Nc1ccccc1	12	-15[20 µM]	5	15	-1	-5	-1	2	2
COc1cccc(C2C3=C(CC(C)(C)CC3=O)OC(N)=C2[N+](=O)[O-])c1 (stereo not given)	6	-16[20 µM]	3	1	-6	-6	-3	-5	1
CC(C)(Cc1ccc(O)cc1)NC(=O)CC(=O)N=Nc1c(O)[nH]c2ccc(Br)cc12	7	4	10	17	8	1	-4	-9	3
N#CCCn1nc(-c2ccccc2)cc1-n1c(C(F)(F)F)nc2ccccc21	13	-22	7	2	-3	-3	-3	-4	1
CC(C)(C)C(=O)CSc1nc2ncc(Br)cc2[nH]1	8	-9	-1	-5	3	0	-5	10	-4
COCc1cc(C)n(CC(=O)N/N=C/c2ccc(-c3ccc(Cl)c(C(=O)O)c3)o2)c(=O)c1C#N	9	-8	5	28	9	-1	2	-45	-2
OCC1CCCN(C2CCN(Cc3nc(Cc4cccc(C(F)(F)F)c4)no3)CC2)C1 (stereo not given)	6	-23	9	7	2	8	5	4	-1
CCCc1nnc(NC(=O)CCC(=O)N2CCCCC2CC)s1 (stereo not given)	16	-21	11	-20	-4	-14	-3	-2	1
CC(C)C(c1nnnn1Cc1ccccc1)N1CCN(Cc2ccco2)CC1 (stereo not given)	10	-16	5	24	-5	-7	1	1	6
CCC(C)(NC(=O)CNC(C)=O)C(=O)NC1CCCCC1 (stereo not given)	18	-1[20 µM]	6	11	0	-11	-6	5	7

Whole records as entered above. Screens in order: EP2 antag | Furin inhibitor | BaF3 tox | PPC-1+TRAIL kill | p97 inhibitor | p47phox inh | RBBP9 inhibitor | Tb hexokinase | Ba/F3 V617F tox
`CC(C)(Cc1ccc(O)cc1)NC(=O)CC(=O)N=Nc1c(O)[nH]c2ccc(Br)cc12` reads 7 | 4 | 10 | 17 | 8 | 1 | -4 | -9 | 3
`CCOC(=O)c1ccc(NC(=O)c2ccc(C)c(S(=O)(=O)N3CCOCC3)c2)cc1` reads 6 | -6[20 µM] | 1 | 10 | -2 | 0 | -5 | -4 | -1

Bioassay records as filed in PubChem BioAssay.
